# GSK3 alpha inh: blockers of GSK3A enzyme activity – biochemical, luminescence, cell-free homogeneous, HTS, primary screen | Glycogen synthase kinase-3 alpha (Homo sapiens), P49840 | GSK-3 alpha kinase, ADP-Glo luminescence, 60 min | inhibition, % at 10 µM | 320,000 tested, 0.1% active | AID 2650, 2010;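 in the data active = inhibition above about 50%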;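 also: GST-tagged GSK-3 alpha with peptide substrate and 25 µM ATP; 0% = DMSO neutral wells and 100% = GW8510 positive control wells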
# Target sequence (P49840 whole entry, looked up): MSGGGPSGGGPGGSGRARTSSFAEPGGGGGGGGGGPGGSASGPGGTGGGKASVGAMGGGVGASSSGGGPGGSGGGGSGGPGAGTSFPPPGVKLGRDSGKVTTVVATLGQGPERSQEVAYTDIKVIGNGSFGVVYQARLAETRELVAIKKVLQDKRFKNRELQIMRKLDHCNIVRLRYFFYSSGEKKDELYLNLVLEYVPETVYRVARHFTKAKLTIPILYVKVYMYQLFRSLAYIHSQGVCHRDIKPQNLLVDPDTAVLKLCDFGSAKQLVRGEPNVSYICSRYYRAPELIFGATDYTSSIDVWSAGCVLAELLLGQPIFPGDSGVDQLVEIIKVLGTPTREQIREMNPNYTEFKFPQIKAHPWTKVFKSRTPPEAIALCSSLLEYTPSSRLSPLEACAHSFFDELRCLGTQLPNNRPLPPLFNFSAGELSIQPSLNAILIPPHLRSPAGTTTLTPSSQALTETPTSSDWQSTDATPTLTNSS
# HSF-1 act: HSF-1 activators, primary screen, NIH3T3-HGL cells, MG132 stress, luminescence, single point; NIH3T3-HGL HSF-1 luciferase reporter, 8 h; 100% = twice DMSO control signal; activation, % at 9 µM; 300,000 tested, 1.7% active; AID 504408, 2011;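 active = mean replicate activation of at least 50% with a set share of replicates each reaching 50%; inconclusive = only one of those two conditions met; inactive = mean below 50% and too few replicates reaching it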;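 also: 0% = median of the neutral control wells and 100% = twice that signal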
# DYRK1A inh: rat Dyrk1A kinase inhibitors, primary screen, biochemical, single point, plate reader. Dual specificity tyrosine-phosphorylation-regulated kinase 1A (Rattus norvegicus), Q63470. ADP-Glo luminescence, NFATc1 peptide. inhibition, % at 12.5 µM. 310,000 tested, 0.43% active. AID 504441, 2011; in the data active = inhibition above about 50%;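 also: plate controls were vehicle with enzyme for no effect and no enzyme for full effect; many of its hits are not listed in these tables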
# AI-2 QS modul: Vibrio harveyi AI-2 quorum sensing modulators, primary screen, JMH597 strain, luminescence/OD600 ratio | activity change, % at 7.5 µM | 300,000 tested, 0.4% active | Vibrio harveyi JMH597 AI-2 luminescence/OD600 ratio, 9 h; stronger effect = lower value; strain lacks LuxN and CqsS sensors; 0 = neutral-control median | AID 2094, 2009; in the data active = activity change below about -75%, passing the limit was not always enough; inconclusive = no clear call, values can overlap the other calls;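 also: luminescence divided by OD600 gain over 9 h not by final OD600 alone; inactives centre near 13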
# PolyA inhibitor: polyadenylation inhibitors in yeast reporter cells, primary screen, luminescence, S. cerevisiae. S. cerevisiae SKY197-pL101 polyadenylation reporter, beta-gal luminescence; efflux-impaired pdr1/pdr3 knockout yeast; score 100 = 6 SD above DMSO. calls only at 12 µM. 300,000 tested, 0.02% active. AID 1875, 2009;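 active = lowest replicate activity score at least 50, where 100 means six control SD above control mean; inconclusive = lowest score under 50 but half or more replicates reach 50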;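 also: yeast exposed to compound for 9 h at 30 °C; higher score means more reporter readthrough which indicates perturbed polyadenylation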
# HSP90 refold inh: HSP90 inhibitors, primary screen, cell lysate, luminescence; Heat shock protein HSP 90 (rabbit reticulocyte lysate; luciferase refolding); Rabbit reticulocyte lysate, luciferase refolding luminescence, 3 h; inhibition, % at 5.6 µM; 290,000 tested, 0.91% active; AID 1789, 2009;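 active = inhibition above the screen-wide mean plus 3 SD, computed separately per campaign, cut at about 16% in these data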;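 also: 0% = DMSO wells and 100% = 60 µM geldanamycin wells; inhibitors lower the luminescence because luciferase stays unfolded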
# HDAC3 inhib: HDAC3 deacetylase inhibitors, primary screen, biochemical, fluorescence, cell-free homogeneous; Histone deacetylase 3 (Homo sapiens), O15379; recombinant HDAC3, fluorogenic peptide/trypsin coupled; inhibition, % at 8.3 µM; 320,000 tested, 0.15% active; in the data active = inhibition above about 26%, passing the limit was not always enough; inconclusive = no clear call, values can overlap the other calls
# Platelet DG rel: inhibitors of platelet dense granule secretion, primary screen, cell-based, MLPCN, human platelets | human platelet-rich plasma, SFLLRN dense granule ATP release, luminescence | inhibition, %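 (compounds screened at 7.5 µM in platelet-rich plasma)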 | 300,000 tested, 0.22% active;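 active = mean replicate score, as percent of positive control, at or above 50; inconclusive = mean below 50 but at least one replicate at or above 50; inactive = mean and every replicate below 50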
# HSF1 inh: HSF1 inhibitors in luciferase reporter cells, primary screen, cell-based, NIH3T3, luminescence; NIH3T3-HGL HSE-luciferase, MG132-induced, luminescence 8 h; stronger effect = lower value; activity change, negative = inhibition, % at 7.5 µM (by protocol); 300,000 tested, 0.77% active; AID 2098, 2009;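 active = more than half of replicate wells show activity change below -50%, luminescence cut by over half; inconclusive = some wells, but at most half, below -50%; inactive = no replicate well below -50%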;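 also: luciferase reports HSF-1 transcriptional activity via heat shock element; 0% = median of DMSO wells and -100% = zero luminescence signal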
# GSK3beta inhib: human GSK3beta kinase inhibitors, primary screen, biochemical, cell-free homogeneous, HTS; 300,000 tested, 0.038% active; GST-GSK3beta kinase, ADP-Glo luminescence, 60 min; stronger effect = lower value; activity score (negative = inhibition), % at 10 µM; Glycogen synthase kinase-3 beta (Homo sapiens), P49841;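 active = more than half of replicate wells score below -50%, meaning over 50% inhibition versus plate controls; inconclusive = some replicates but at most half score below -50%; inactive = no replicate scores below -50%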;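 also: 0% = median DMSO wells and -100% = median GW8510 positive control wells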
# Target sequence (P49841 whole entry, looked up): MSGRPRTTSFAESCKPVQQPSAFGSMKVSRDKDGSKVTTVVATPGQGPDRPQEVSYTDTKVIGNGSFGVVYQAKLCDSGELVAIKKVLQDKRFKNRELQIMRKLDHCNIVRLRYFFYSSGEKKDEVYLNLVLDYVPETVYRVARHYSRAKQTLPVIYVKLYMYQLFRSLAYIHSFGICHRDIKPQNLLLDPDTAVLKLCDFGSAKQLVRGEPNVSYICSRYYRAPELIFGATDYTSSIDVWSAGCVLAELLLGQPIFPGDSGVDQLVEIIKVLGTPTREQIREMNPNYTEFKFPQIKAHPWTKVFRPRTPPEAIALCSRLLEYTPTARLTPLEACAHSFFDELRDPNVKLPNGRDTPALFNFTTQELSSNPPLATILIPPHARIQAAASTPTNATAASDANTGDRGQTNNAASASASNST
#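 Assay system: GST-fused GSK3beta enzyme, cell-free / Medium: Tris pH 7.5 buffer with MgCl2, DTT, BSA, heparin / Also added: peptide substrate plus 25 µM ATP (final) / Compound: 10 µM single point / Timing: kinase reaction with compound 60 min at room temperature / Detection: ADP-Glo luminescence / Benchmarks: DMSO neutral wells and GW8510 at 20 µM as positive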
# An asterisk follows results filed as active; i = inactive; ? = inconclusive; . = not tested or not shown. The list is partial; rates above refer to the full screens.
GSK3 alpha inh,HSF-1 act,DYRK1A inh,AI-2 QS modul,PolyA inhibitor,HSP90 refold inh,HDAC3 inhib,Platelet DG rel,HSF1 inh,GSK3beta inhib,smiles
0,19,-2,-9,i,-2,-2,6,7,1,COc1cccc(N2CCN(C(=O)C3CCN(S(=O)(=O)c4ccc5c(c4)oc(=O)n5C)CC3)CC2)c1
1,0,3,-8,i,1,-8,0,3,0,CN(C)S(=O)(=O)c1cccc(C(=O)Nc2n[nH]c(C(F)(F)F)n2)c1
-1,3,0,25,i,-1,6,5,2,-1,Cc1cc(C(=O)COc2ccc3ccc(=O)oc3c2)c(C)n1C
-2,7,4,22,i,-3,8,5,-2,1,Cc1ccc(CNC(=O)c2nccnc2C(=O)O)cc1
1,1,24,26,i,-1,-2,18,-2,-1,Cc1n[nH]c(=O)nc1N/N=C/c1ccc(O)c([N+](=O)[O-])c1
-3,55*,4,13,i,-1,4,0,18,3,COc1ccccc1N1CCN(C(=O)C(CC(C)C)NC(=O)C2CCCCC2)CC1 (stereo not drawn)
1,-22,-2,8,i,0,-4,9,7,-8,CN(C)c1ccc(CN(C(=O)COc2ccc(F)cc2)C2CCS(=O)(=O)C2)cc1 (stereo not drawn)
1,-46,7,-1,i,.,2,-38,-34,5,CCN(CC(=O)Nc1ccc(OC)cc1)C(=O)c1ccc2c(c1)NC(=O)C(C)S2 (stereo not drawn)
-4,4,.,16,i,1,4,-4,0,3,O=C(CSc1ccc(-c2ccco2)nn1)NCc1ccc2c(c1)OCO2
-4,-2,3,22,i,4,0,8,-4,-2,O=C(NCCOc1ccccc1-c1ccccc1)c1ccco1
0,8,-1,2,i,1,2,-1,11,2,CC[C@@]1(c2ccccc2OC)C(=O)N(C(=O)OC)N1C(=O)OC
-5,-1,-6,13,i,3,-2,-33,0,2,CCc1ccccc1N(C(=O)CNC(=O)c1ccco1)C(C(=O)NC1CCCC1)c1cccnc1 (stereo not drawn)
6,.,1,3,i,4,-1,3,.,-8,Cc1cnc(NC(=O)Cc2cccs2)s1
1,17,4,10,i,-1,-3,-1,0,0,CN(C)CCOC(=O)CC12CC3CC(C1)CC(CC(=O)OCCN(C)C)(C3)C2
5,-8,-2,4,i,-2,-2,-6,5,-1,O=C(N/N=C\c1c(O)ccc2ccccc12)c1ccc(Cn2cccn2)o1
0,4,11,20,i,4,3,1,-6,-3,Cn1nnnc1SCC(=O)NC1CCCCC1
.,24,1,6,i,0,10,4,4,-1,CC(=O)NC(=S)Nc1ccc(NC(=O)COc2ccc(C(C)C)cc2)cc1
0,20,-3,14,i,-3,-3,?,-7,-5,CC(C)(C)OC(=O)Nc1ncnc2c1ncn2C1OC(CO)C2OC(C)(C)OC21 (stereo not drawn)
-4,80*,-4,43,i,-1,9,0,49,0,Cc1cc(NC(=S)N(Cc2ccc(Cl)cc2)Cc2ccc(C(=O)O)cc2)ccc1Cl
0,6,3,-16,i,1,?,1,5,0,CC(=O)Nc1cccc(S(=O)(=O)N2CCCCCC2)c1
-2,4,.,20,i,1,0,5,-4,2,NC(=O)CCS(=O)(=O)c1ccc(Cl)cc1
1,-10,0,26,i,2,3,-2,-7,2,Cc1ccc(S(=O)(=O)N2CCCCC2)cc1NC(=O)Cc1c[nH]c2ccccc12
-2,.,-4,10,i,2,-3,0,.,-3,Cc1ccc(NC(=S)NN2CCOCC2)c(C)c1
-3,-8,2,12,i,2,-2,-10,6,2,COc1ccc(CC(=O)OCC(=O)NC(=O)NC(C)C)cc1
-1,19,-11,3,i,4,3,-2,7,0,COc1ccc(OC)c(NC(=O)C(CC(C)C)NC(=O)C2CCCCC2)c1 (stereo not drawn)
-2,5,-1,20,i,0,-4,-1,-4,-4,N#C/C(=N\Nc1ccc(S(=O)(=O)N2CCCCCC2)cc1)C(N)=S
7,30,-7,12,i,-2,-9,-5,17,-3,CN(CCc1cnn(C)c1)Cc1cn[nH]c1-c1ccc(-c2ccccc2)cc1
0,-3,5,3,i,.,1,.,0,1,COc1cccc2sc(N3CCN(C(=O)c4cccs4)CC3)nc12
-1,2,7,13,i,.,-34,6,-1,-1,O=C(NNC(=O)c1cc(Cl)ccc1O)c1ccc(NS(=O)(=O)c2cccs2)cc1
-5,-11,4,-3,i,2,-1,2,1,0,CC(C)C(c1nnnn1C1CCCCC1)N1CCN(C(=O)c2ccco2)CC1 (stereo not drawn)
-3,29,2,36,i,1,-4,-5,13,0,Cn1nnnc1SCCNCc1ccccc1OCc1ccc(Cl)cc1
-2,-14,-3,14,i,.,3,.,2,1,Cc1ccc(NC(=O)CSc2ccc(-c3ccc(-n4cccn4)cc3)nn2)c(C)c1
-2,0,1,4,i,-2,-3,-21,-9,2,Cc1ccc(C(=O)NCCCNC(=O)c2cccnc2)cc1
0,-12,11,.,i,.,3,1,-5,.,CN(Cc1ccccc1F)C(=O)c1ccc(NS(=O)(=O)c2ccc3[nH]c(=O)[nH]c3c2)cc1
-3,46,5,-9,i,-3,1,-8,36,2,O=C1CCCCC1Sc1nnc(Nc2ccccc2)s1 (stereo not drawn)
-1,3,-9,-6,i,.,7,8,-1,1,O=C(NCCc1c[nH]c2ccccc12)C(=O)Nc1cc2c3c(c1)CC(=O)N3CCC2
-3,0,1,8,i,-5,10,12,-2,1,O=S(=O)(c1cccc2cccnc12)N1CCN(c2ccccn2)CC1
-1,4,0,5,i,7,2,-2,9,-2,O=C(C(NS(=O)(=O)c1cccc2nsnc12)c1ccccc1)N1CCN(c2ccccn2)CC1 (stereo not drawn)
-8,-13,1,20,i,-1,2,0,-2,-5,COc1cc(C(=O)N(Cc2ccc(C)o2)C2CCS(=O)(=O)C2)cc(OC)c1OC (stereo not drawn)
0,5,-6,16,i,0,3,9,-1,-1,CCSc1nnc(NC(=O)CSc2nnc(CNC(=O)c3ccccc3F)o2)s1
1,6,-8,13,i,-6,0,-2,-4,0,C/C(=N\NC(=O)C(N)=O)c1ccc2c(c1)OCCO2
-3,-9,3,10,i,1,1,12,-3,-2,O=C(NCCC1=CCCCC1)c1cc2ccccc2oc1=O
0,-5,2,24,i,.,4,5,-5,-4,COc1ccc(NS(=O)(=O)c2ccc(C)c(C(=O)N3CCC3)c2)cc1
0,-31,-18,29,i,.,5,15,-13,1,Cc1cc(NC(=O)c2cccc(Br)c2)no1
0,0,7,6,.,21*,3,-4,-2,-1,Cc1cc(NC(=O)c2cccc(COc3ccc(Br)cc3)c2)no1
-2,.,-3,.,.,-2,8,.,.,.,Cc1ccc(S(=O)(=O)Nc2ccccc2/C=N/c2nc3ccccc3n2C)cc1
-2,16,5,-46,i,-6,6,3,6,6,Cc1ccc(NC(=O)CNCc2ccccc2)cc1Br
-3,4,12,29,i,3,7,-11,15,3,COc1ccc(Br)cc1CN(C)CC(=O)NCCc1ccccc1
-3,27,13,6,i,3,-4,-8,21,1,O=C(COC(=O)c1cccs1)Nc1nc(-c2ccccc2)cs1
.,-7,-3,2,i,-2,-1,0,1,-1,COc1ccc(/C=N/n2cnnc2)cc1Cn1nc(C)c([N+](=O)[O-])c1C
4,30,3,15,i,-4,-165,-2,4,1,N#Cc1nc(-c2cccs2)oc1NCCCN1CCOCC1
-2,-10,5,13,i,3,-9,-5,1,1,COc1ccc(CNC(=O)CN(Cc2ccc(OC)cc2)C(=O)CCC(=O)Nc2ccccn2)cc1
-3,35,-3,-15,i,6,-6,-6,27,1,CN(C)S(=O)(=O)c1cccc(NC(=O)CSc2cccc3cccnc23)c1
3,74*,-9,12,i,0,1,-7,30,2,C/C(CC(=O)Nc1ccc2ccccc2c1)=N\NC(=O)c1cnccn1
-3,22,-5,-2,i,1,0,12,1,-1,CCOC(=O)C1=C(C)N(c2ccc(OCC)cc2)C(=O)/C1=C\c1ccco1
-2,16,-8,16,i,0,1,-8,5,0,C=CCNC(=O)c1ccccc1NC(=O)c1ccc(Cl)c(S(=O)(=O)Nc2cccc(C)c2C)c1
-4,.,-5,.,.,2,-5,.,.,.,COc1ccc(Cl)cc1-n1c(=S)sc2c(=O)[nH]c(SCC(=O)NCC3CCCO3)nc21 (stereo not drawn)
-3,-1,-1,4,i,2,6,22,2,5,CC(=O)Nc1ccc(NC(=O)Nc2ccccc2C)cc1
0,12,3,11,i,3,-4,14,3,1,Cc1ccc2cc(CCNC(=O)Cc3cccs3)c(=O)[nH]c2c1
-1,-8,0,12,i,.,4,25,3,-3,COC(=O)C1CCN(C(=O)COC(=O)c2ccc(=O)n(Cc3ccccc3)n2)CC1

# Other results.
GSK3 alpha inh,HSF-1 act,DYRK1A inh,AI-2 QS modul,PolyA inhibitor,HSP90 refold inh,HDAC3 inhib,Platelet DG rel,HSF1 inh,GSK3beta inhib,smiles
0,-22,1,17,i,4,13,4,-10,-3,CC(=O)C1=C(C)NC(=O)NC1c1ccc(OC2CCCC2)cc1 (stereo not drawn)
0,29,-1,28,i,1,4,-11,12,1,CCOC(=O)CCc1c(C)nc(SCCCn2c(=O)[nH]c3ccccc32)c(C#N)c1C
-1,-16,-2,16,i,.,-2,5,-10,1,O=C(c1ccc([N+](=O)[O-])cc1)N1CCN(c2ncccn2)CC1
.,-14,-2,37,i,2,3,1,-19,8,COCc1nnc(NC(=O)c2ccc(S(=O)(=O)N3CCCc4ccccc43)cc2)o1
-6,4,4,1,i,-2,-9,-3,-2,0,C#CCOC(=O)CN1C(=O)c2cccc3cccc(c23)C1=O
2,-4,-5,10,i,0,6,20,-4,-4,CC(Oc1cccc(Br)c1)C(=O)N1CCCN(C)CC1 (stereo not drawn)
4,-1,-5,7,i,-6,5,-10,2,-2,Cc1cc(Cl)ccc1C(=O)C1CCCN(C(=O)c2cncs2)C1 (stereo not drawn)
5,41,0,-7,i,3,4,-3,4,4,N#Cc1c2n(c3c(=O)n(Cc4ccccc4)cnc13)CCCC2

# Assay outcomes as filed in PubChem.
